Screening results as filed in PubChem.
Ecoli viability: E. coli V3065 growth inhibition, primary screen, counter-screen for AddAB inhibitor project, absorbance, OD600. 18 h. inhibition, % at 11.9 µM. 330,000 tested, 0.27% active. AID 449728, 2010;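 active = inhibition above the campaign's mean inhibition across all tested compounds plus 3 SD, cut at about 9.9% in these data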;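 also: uninfected addAB+ strain grown without phage in ampicillin broth; 0% = DMSO wells and 100% = ciprofloxacin 0.95 µg/ml wells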
phage Ecoli inh: growth loss of phage-infected E. coli, primary screen, RecBCD inhibitor project, absorbance, with phage, HTS; 360,000 tested, 0.26% active; AID 651602, 2012; inhibition, % at 11.9 µM; in the data active = inhibition above about 11%
Tat export inh: E. coli Tat export inhibitors, primary screen, MC4100, TorA-mCherry reporter, fluorescence, single point. inhibition, % at 10 µM. 340,000 tested, 0.036% active. AID 488895, 2010;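 active = mean replicate inhibition at least 50% and at least half of replicates individually reaching 50%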;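 also: exported cargo escapes ClpAP degradation while cytoplasmic cargo is degraded and loses fluorescence; 0% = median of neutral control wells and 100% = median of NaSCN control wells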
AddAB inh: growth inhibition of E. coli expressing H. pylori AddAB, primary screen, AddAB inhibitor project, absorbance | 330,000 tested, 0.29% active | AID 435030, 2010 | inhibition, % at 11.9 µM; in the data active = inhibition above about 12%;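 also: 0% = vehicle wells of infected cells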
HTR5A inv ctr: HTR5A inverse agonists in luminescence cell assay, primary screen, counter-screen for OPRM1-OPRD1 heterodimer inverse agonist project, full-deck HTS; HTR5A cell line, inverse agonism; inhibition, % at 9.3 µM; 340,000 tested, 0.083% active; in the data active = inhibition mostly above about 23%, no sharp cut-off; inactive = mostly below about 18%;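 also: 0% = cells with DMSO and 100% = no-cell wells with DMSO; some compounds called inactive have numbers as strong as hits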
MOR-DOR ag: agonists of OPRM1-OPRD1 heterodimerization, primary screen, cell-based, luminescence. Mu-type opioid receptor (Homo sapiens) + Delta-type opioid receptor (Homo sapiens), …. cells. activation, % at 9.3 µM. 340,000 tested, 0.3% active. AID 504326, 2011; in the data active = activation above about 18%;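 also: 0% = vehicle-treated cells and 100% = reference agonist; values of inactives mirror those of a sister screen read the other way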
Target sequence (P35372 whole entry, looked up): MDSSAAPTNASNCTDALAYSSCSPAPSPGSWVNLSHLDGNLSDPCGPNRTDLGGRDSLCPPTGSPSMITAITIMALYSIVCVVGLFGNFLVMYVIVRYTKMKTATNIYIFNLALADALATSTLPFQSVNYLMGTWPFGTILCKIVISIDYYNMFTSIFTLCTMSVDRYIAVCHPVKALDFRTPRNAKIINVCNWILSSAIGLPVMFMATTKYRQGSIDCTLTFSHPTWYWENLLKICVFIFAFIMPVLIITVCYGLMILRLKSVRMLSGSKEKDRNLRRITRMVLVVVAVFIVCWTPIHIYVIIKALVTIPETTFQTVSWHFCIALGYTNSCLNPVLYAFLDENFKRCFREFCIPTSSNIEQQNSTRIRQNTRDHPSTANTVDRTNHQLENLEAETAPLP
Target sequence (P41143 whole entry, looked up): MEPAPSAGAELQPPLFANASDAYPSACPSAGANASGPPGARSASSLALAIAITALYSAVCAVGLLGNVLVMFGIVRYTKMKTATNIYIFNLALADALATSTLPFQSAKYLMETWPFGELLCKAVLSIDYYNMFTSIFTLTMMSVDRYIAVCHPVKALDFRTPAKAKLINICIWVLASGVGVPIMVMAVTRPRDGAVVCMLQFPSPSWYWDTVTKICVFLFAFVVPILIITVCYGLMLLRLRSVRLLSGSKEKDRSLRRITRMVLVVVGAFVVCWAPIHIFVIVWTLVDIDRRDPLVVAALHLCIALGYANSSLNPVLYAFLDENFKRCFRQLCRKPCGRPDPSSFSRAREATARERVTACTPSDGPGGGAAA
MOR-DOR inv ag: inverse agonists of MOR-DOR heterodimerization, primary screen, cell-based, luminescence | Mu-type opioid receptor (Homo sapiens) + Delta-type opioid receptor (Homo sapiens), … | cell-based MOR-DOR heterodimer luminescence, inverse agonism | inhibition, % at 9.3 µM | 340,000 tested, 0.21% active | AID 504357, 2011; in the data active = inhibition above about 22%, passing the limit was not always enough;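 also: 0% = cells with DMSO and 100% = wells without cells with DMSO; values of inactives mirror those of a sister screen read the other way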
PKA-R1A activ: activators of PKA-R1A holoenzyme, primary screen, biochemical, fluorescence polarization, Cy5-IP20, bovine R1A, mouse PKAc; cAMP-dependent protein kinase type I-alpha regulatory subunit (Bos taurus) + …; PKA-R1A dissociation; scaled: DMSO 0%, 113 µM cGMP 100%; activation, % at 11.4 µM; 340,000 tested, 0.083% active;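 active = percent activation above the mean of all tested compounds plus 3 SD, cut at about 19% in these data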;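 also: higher means more PKAc released from R1A so a rise in polarization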
PfHsp90 set2: growth inhibition of PfHsp90-expressing yeast, primary screen, antimalarial PfHsp90 inhibitor project, S. cerevisiae, BacTiter-Glo luminescence, single point, set 2; BacTiter-Glo ATP, 48 h; yeast lacking PDR1 and PDR3 efflux regulators; inhibition, % at 9.4 µM; AID 504621, 2011; 310,000 tested, 0.32% active;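 active = every replicate shows inhibition above about 80%, whatever the replicate mean, limit read from the data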;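 also: 0% = DMSO neutral controls and 100% = 20 µM radicicol positive controls; yeast relying on Plasmodium falciparum Hsp90 in place of its own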
SUMO Mot1 rescue: yeast Mot1-301 growth rescue at high temperature, primary screen, SUMOylation pathway inhibitor project, S. cerevisiae, ATP luminescence, 38.5C; S. cerevisiae Mot1-301 growth rescue; percent above DMSO median, 100 means doubled; growth rescue, % at 18.8 µM; 320,000 tested, 1% active;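 active = every valid replicate shows activation above 250% relative to neutral control wells; inactive = the rest, any valid replicate at or below 250%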;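 also: OY570 slx delta 5 strain wells were the positive control but not used for scaling; some compounds called inactive have numbers as strong as hits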
PKA-R2B activ: activators of PKA-R2B holoenzyme, primary screen, biochemical, fluorescence polarization, Cy5-IP20, human; PKA-R2B holoenzyme dissociation; R2B truncated from residue 108, S112A mutant; 0% DMSO only, 100% 113 µM cGMP; cAMP-dependent protein kinase catalytic subunit beta (Homo sapiens) + cAMP-dependent …; AID 504700, 2011; 340,000 tested, 0.079% active; activation, % at 11.4 µM;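 active = activation above a cutoff set at the mean over all compounds plus 3 SD, cut at about 18% in these data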;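 also: higher means more holoenzyme dissociation and a rise in polarization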
Starred values were filed as active, the others as inactive; . = no result given; & = joins results of further samples.

(1) CCc1ccc(CNC(=O)c2ccc3nc(C4CCCCC4)oc3c2)nc1
(2) CC(=O)Nc1ccc(S(=O)(=O)N2CCC(C(=O)c3ccc(Cl)cc3)CC2)cc1
(3) CCOc1ccc(NC(=O)Cn2nc(-c3ccccc3Cl)n(CC)c2=S)cc1
(4) CCN(CC(=O)Nc1ccc(NC(C)=O)cc1)C(=O)/C=C/c1ccc(C)o1
(5) CN(C)CCNc1oc(-c2ccccc2Cl)nc1S(=O)(=O)c1ccccc1
(6) O=C(CSc1n[nH]c(=O)n1C1CC1)Nc1ccc(F)c([N+](=O)[O-])c1

Compound	1	2	3	4	5	6
Ecoli viability	0.3	-0.2	-1.1	0.0	1.7	.
phage Ecoli inh	1.5	-1.2	4.3	-0.7	5.8	1.6
Tat export inh	9	-5	11	-1	2	-11
AddAB inh	2.4	4.0	2.1	0.9	1.9	.
HTR5A inv ctr	0	2	7	6	8	-39
MOR-DOR ag	1.7	2.0	-1.6	0.9	-2.5	-1.5
MOR-DOR inv ag	-10	-14	9	-4	13	8
PKA-R1A activ	5	-12	10	1	-11	-9
PfHsp90 set2	.	-9	0	11	-12	5
SUMO Mot1 rescue	-1	-8	61	14	-17	.
PKA-R2B activ	-1	-1	2	4	6	-4

(7) O=C(Nc1cccc(C(=O)N2CCOCC2)c1)c1cncc(Br)c1
(8) COc1ccc(CCN(C)C(=O)C2CCCN(Cc3ccc(OC)c(OC)c3)C2)cc1OC (stereo not drawn)
(9) C[C@H](NC(=O)c1nc[nH]c1C(=O)N1CCN(C(=O)OC(C)(C)C)CC1)C(=O)OC(C)(C)C
(10) Clc1ccc2nc(N3CCCCC3)[nH]c2c1
(11) COC(=O)C1CCN(CC(=O)Nc2ccc(C(=O)Nc3ccccc3OC)cc2)CC1
(12) COC(=O)[C@]1(CC(C)C)N[C@H](c2ccc(-c3ccc(F)cc3)cc2)[C@@H]2C(=O)N(C)C(=O)[C@@H]21

Compound	7	8	9	10	11	12
Ecoli viability	-0.2	1.0&0.6	2.6	1.7	-0.5	-2.2
phage Ecoli inh	4.9	0.9	-0.3	3.2	1.4	1.6
Tat export inh	-7	-4&-4	-9	15	-3	-7
AddAB inh	0.9	2.3&2.0	4.1	-0.7	0.8	2.4
HTR5A inv ctr	-11	7&-1	-5	-10	7	-18
MOR-DOR ag	-1.2	-2.3&-3.0	0.0	-2.7	-1.4	3.6
MOR-DOR inv ag	6	11&17	0	14	6	-16
PKA-R1A activ	1	3&4	2	0	-3	0
PfHsp90 set2	-1	16	-12	-34	-5	12
SUMO Mot1 rescue	-4	20&6	5	-6	.	-4
PKA-R2B activ	-9	9&-10	1	-4	1	-15

(13) C/C(CCc1ccc2c(c1)OCO2)=N\N=C1\NC(=O)CC(C(=O)Nc2ccc(Cl)cc2)S1 (stereo not drawn)
(14) CC(=O)Nc1ccc(NC(=O)c2c([N+](=O)[O-])cnn2C)cc1
(15) COC(=O)[C@@H](NC(=O)N(C1CCCCC1)C1CCCCC1)C(C)C
(16) CCOC(=O)c1ccccc1NC(=O)CN1C(=O)CCS(=O)(=O)c2ccccc21
(17) Cc1nn(C)c(C(=O)N/N=C/c2ccc(Br)cc2)c1Cl
(18) OCC1CCN(Cc2cn(Cc3ccccc3)nc2-c2cc3ccccc3o2)CC1

Compound	13	14	15	16	17	18
Ecoli viability	-1.3	-1.0	-1.1	.	0.7	-2.3
phage Ecoli inh	2.4	1.6	3.3	3.9	2.3	3.5
Tat export inh	10	-1	-1	-3	-2	0
AddAB inh	0.8	1.3	0.9	.	3.5	-1.2
HTR5A inv ctr	12	-19	4	7	-9	-6
MOR-DOR ag	-2.5	-1.4	4.6	-1.9	-1.2	5.5
MOR-DOR inv ag	13	7	-25	10	7	-26
PKA-R1A activ	-4	5	0	-6	-1	5
PfHsp90 set2	-1	5	-1	17	13	4
SUMO Mot1 rescue	-16	0	12	.	-14	80
PKA-R2B activ	-8	1	-12	3	4	-4

(19) O=C(O)CSc1ccccn1
(20) CCC1(C)Cc2ccccc2-c2nc(NCCCO)n(C)c(=O)c21 (stereo not drawn)
(21) Cc1ccc(C(=O)C[n+]2cc(-c3ccc(C)cc3)n3c2CCCCC3)cc1
(22) CC(=O)Nc1ccc(NC(=O)CSc2nnc(-c3ccco3)n2Cc2ccco2)cc1
(23) CC1CCN(c2ccc(S(=O)(=O)N3CCC(C)CC3)cc2N)CC1
(24) COc1ccc(N2CCN(C(=O)c3cc(=O)c4ccc(C)cc4o3)CC2)cc1

Compound	19	20	21	22	23	24
Ecoli viability	0.5	2.6	1.0	-0.8	2.8	0.9
phage Ecoli inh	-0.9	0.7	1.3	0.4	1.6	0.5
Tat export inh	1	4	3	1	1	-5
AddAB inh	2.2	3.5	2.1	1.4	1.7	-0.1
HTR5A inv ctr	-4	-17	-11	-18	14	5
MOR-DOR ag	-2.0	-1.8	1.0	-2.4	3.9	-5.0
MOR-DOR inv ag	8	9	-6	12	-20	23
PKA-R1A activ	-4	0	8	4	-10	6
PfHsp90 set2	-1	-4	13	.	-2	-18
SUMO Mot1 rescue	-28	5	-13	5	5	-14
PKA-R2B activ	7	-19	-11	-1	-3	3

(25) Nc1nonc1N1CCCCC1
(26) CC(=O)Nc1ccc(NC(=O)c2ccc(C)c(S(=O)(=O)Nc3cccc(C)c3)c2)cc1
(27) CO[C@@]1(NC(=O)Cc2cccs2)C(=O)N2C(C(=O)O)=C(COC(N)=O)CS[C@@H]21
(28) COc1cc(/C=C(\C#N)C(=O)NCc2cccs2)ccc1O
(29) COc1cc(S(=O)(=O)Nc2ccc3cn[nH]c3c2)ccc1Cl
(30) O=C(Nc1cc(Cl)cc(Cl)c1)C1CCC(=O)N1Cc1ccccc1Cl (stereo not drawn)

Compound	25	26	27	28	29	30
Ecoli viability	-1.0	-1.6	-2.1	-4.6	-8.8	-0.4
phage Ecoli inh	4.2	2.8	27*	-1.6	3.7	1.6
Tat export inh	-3	-7	-16	3	1	-3
AddAB inh	-1.0	2.9	-1.3	-0.5	1.1	1.8
HTR5A inv ctr	14	6	2	-7	-17	-4
MOR-DOR ag	-2.9	0.2	-1.0	-0.9	-0.6	-0.5
MOR-DOR inv ag	15	-1	6	5	3	2
PKA-R1A activ	8	-4	-12	-6	-11	-3
PfHsp90 set2	.	-4	-30	-10	8	-9
SUMO Mot1 rescue	-4	3	-3	137	-1	694
PKA-R2B activ	2	-5	-6	-5	-2	-16

(31) NS(=O)(=O)c1ccc(CNC(=O)c2cc(=O)c3ccccc3o2)cc1
(32) CC(C)(C)c1nc(SCC(=O)NC2CCCC2)c2ccccc2n1
(33) NC(=O)CSc1n[nH]c(-c2ccco2)n1
(34) O=C(CC1C(=O)NC2CCCCC2N1C(=O)c1ccc(F)cc1)Nc1ccccc1 (stereo not drawn)
(35) Cc1ccc(OCCn2c(=O)oc3ccc(C)cc32)cc1
(36) CCCCCN(C(=O)NC(=O)Nc1ccccc1C)S(=O)(=O)c1ccccc1

Compound	31	32	33	34	35	36
Ecoli viability	0.8	4.0	-2.9	0.4	-2.0	1.7
phage Ecoli inh	1.5	1.3	-0.3	-0.2	0.9	1.9
Tat export inh	0	19	1	-6	4	4
AddAB inh	0.5	3.3	-0.3	1.9	0.9	2.1
HTR5A inv ctr	-12	-7	0	7	-3	-4
MOR-DOR ag	-2.7	5.0	-2.6	-1.3	16	8.0
MOR-DOR inv ag	12	-32	14	7	-73	-42
PKA-R1A activ	-5	-7	-7	11	-2	-5
PfHsp90 set2	30	-5	11	8	-5	-18
SUMO Mot1 rescue	-19	7	6	15	10	2
PKA-R2B activ	3	-6	-3	-1	2	-11

(37) COc1cccc(C(=O)OC(C)C(=O)NCC2CCCCC2)c1 (stereo not drawn)
(38) COc1ccc(CC(NC(C)=O)C(=O)NC2CCN(C(=O)Nc3ccccc3C)CC2)cc1OC (stereo not drawn)
(39) CCOC(=O)c1sc(NC(=O)c2ccc(C)s2)cc1C
(40) O=C(CNS(=O)(=O)c1ccccc1F)OCC(=O)c1c[nH]c2ccccc12
(41) O=[N+]([O-])c1ccc(S(=O)(=O)NCC2CCCO2)cc1 (stereo not drawn)
(42) Nc1nc(NCCCN2CCOCC2)nc(Nc2ccc(F)cc2)c1[N+](=O)[O-]

Compound	37	38	39	40	41	42
Ecoli viability	-1.7	0.3	0.5	0.5	0.9	0.5
phage Ecoli inh	-1.4	-3.8	3.7	-1.3	4.1	2.4
Tat export inh	1	-7	-2	-3	-14	4
AddAB inh	1.9	0.5	1.8	1.6	3.1	4.3
HTR5A inv ctr	-3	15	14	-17	-17	9
MOR-DOR ag	-0.6	-2.7	0.1	-2.4	0.6	-1.5
MOR-DOR inv ag	2	14	-1	9	-3	9
PKA-R1A activ	6	0	-2	-2	-1	-6
PfHsp90 set2	24	-31	4	-6	10	-8
SUMO Mot1 rescue	86	-2	48	-12	7	1
PKA-R2B activ	-3	0	-1	0	-7	-2

(43) O=C(CCNC(=O)c1ccc(Br)cc1)Nc1ccc(S(=O)(=O)N2CCOCC2)cc1
(44) O=C(O)c1cccc(NC(=S)N/N=C/c2ccccc2OCc2cccc(Br)c2)c1
(45) Oc1c(N=NC(=S)Nc2ccccc2F)c2ccccc2n1Cc1ccccc1Cl
(46) CCOC(=O)c1cc(CC)sc1NC(=O)c1cc([N+](=O)[O-])ccc1N1CCOCC1
(47) C/C(Cl)=C/Cc1c(C)[nH]c2ccc(C)cc2c1=O
(48) Cc1cc(S(=O)(=O)NCc2ccccc2)ccc1OCC(=O)NCc1cccnc1

Compound	43	44	45	46	47	48
Ecoli viability	0.3	.	-1.0	-1.5	2.2	-2.7
phage Ecoli inh	0.7	4.2	-2.3	1.2	3.1	0.7
Tat export inh	-4	4	17	-2	-12	-4
AddAB inh	1.9	.	-4.5	1.4	3.5	3.1
HTR5A inv ctr	-11	11	31	-8	-4	1
MOR-DOR ag	-2.2	-2.1	1.4	-2.1	-1.2	-0.5
MOR-DOR inv ag	9	10	-7	12	6	4
PKA-R1A activ	-3	-3	-20	8	9	-11
PfHsp90 set2	-2	-25	-11	.	.	7
SUMO Mot1 rescue	6	.	-16	12	-4	81
PKA-R2B activ	-1	-14	-2	-2	5	1
